Compound activity: PubChem BioAssay, National Center for Advancing Translational Sciences (NCATS)
Sm TGR block – blocks Schistosoma mansoni thioredoxin glutathione reductase | Q962Y6 | purified TGR, DTNB reduction, TNB absorbance 405 nm | Potency, µM (series often up to 114 µM), for inactives: at the highest dose activity change, negative = inhibition, most hits filed as inhibitors | 3% of 360,000 active | AID 485364; further: potency means the concentration at half of the fitted maximal effect; nearly all actives have a fitted effect of over 60% in size
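First, TGR (20 nM dispensed) and NADPH were mixed with compound. Second, a 15 min room-temperature incubation followed. Third, further NADPH and then DTNB were added to start the reaction. Finally, TNB absorbance was monitored kinetically.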
HCMV inh – human cytomegalovirus inhibition. AID 1259415. HFF cells, HCMV-luciferase reporter, 72 h; stronger effect = lower value. activity change, negative = inhibition, % at 57.5 µM. 4.5% of 410,000 active; in the data active means activity change below about -60%; inconclusive means no clear call, values can overlap the other calls; inactive means above about -39%
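Human foreskin fibroblasts infected with luciferase-reporter HCMV at MOI 1 PFU/cell, compounds at two doses. Luciferase measured 72 h post infection; normalized to buffer-only basal and Salinomycin (10uM) controls.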
AmpC detergent – blocks E. coli AmpC beta-lactamase in detergent assay. Potency, µM (titrated, usually from 114 µM), without a hit: top-dose activity change, negative = inhibition, hits mostly inhibitors. 0.041% of 370,000 active. P00811. AmpC hydrolysis of nitrocefin, absorbance 480 nm, 0.01% Triton;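 further: potency means the concentration at half of the fitted maximal effect; 0% = no-compound wells and -100% = no-enzyme wells; nearly all actives have a fitted effect of over 25% in size; some results filed as inactive show a strong effect at the top dose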
Target sequence (P00811 whole entry, looked up): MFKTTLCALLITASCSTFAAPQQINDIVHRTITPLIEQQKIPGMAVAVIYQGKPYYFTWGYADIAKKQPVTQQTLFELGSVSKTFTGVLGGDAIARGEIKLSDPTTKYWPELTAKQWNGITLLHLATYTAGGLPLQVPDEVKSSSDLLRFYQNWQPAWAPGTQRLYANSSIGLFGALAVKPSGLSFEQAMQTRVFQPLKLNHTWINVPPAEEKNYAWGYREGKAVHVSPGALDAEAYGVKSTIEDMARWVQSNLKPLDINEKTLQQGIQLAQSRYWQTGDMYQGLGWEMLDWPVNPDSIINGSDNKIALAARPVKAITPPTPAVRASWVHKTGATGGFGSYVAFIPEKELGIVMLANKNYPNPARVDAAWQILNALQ
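20 mM phosphate pH 7.0 + 0.01% (detergent screen) or 0.0001% Triton X-100; 5.3 nM AmpC reagent; cpd preinc 15 min RT; nitrocefin (800 uM stock) to start; A480 q20 s × 4 min; Activity was normalised to no-enzyme and no-compound control wells.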
FBPA Giardia inh – blocks Giardia fructose-bisphosphate aldolase activity. purified Giardia FBPA. Potency, µM (highest dose often 59.6 µM), inactives show at the top dose activity, negative = inhibition, most hits filed as inhibitors. 0.71% of 290,000 active. AID 2451; further: potency means the concentration at half of the fitted maximal effect; nearly all actives have a fitted effect of over 55% in size
Target sequence (A8B2U2 whole entry, looked up): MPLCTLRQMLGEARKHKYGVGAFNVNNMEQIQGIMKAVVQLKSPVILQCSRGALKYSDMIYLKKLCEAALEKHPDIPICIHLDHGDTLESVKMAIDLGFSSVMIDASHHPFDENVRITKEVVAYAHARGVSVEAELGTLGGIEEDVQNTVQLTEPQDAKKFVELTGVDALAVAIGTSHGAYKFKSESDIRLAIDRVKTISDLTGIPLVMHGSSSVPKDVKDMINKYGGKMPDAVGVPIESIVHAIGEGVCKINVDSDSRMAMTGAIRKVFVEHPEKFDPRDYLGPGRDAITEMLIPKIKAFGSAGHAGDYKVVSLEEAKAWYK
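40 nM FBPA preincubated 10 min at RT with compound (up to 57.5 uM final), then substrate plus GAPDH/TPI/NAD/arsenate coupling and diaphorase/resazurin added. Fluorescence read after 20 min at RT, 525/598 nm.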
AMA1 RON2 block – disrupts binding of P. falciparum AMA1 to RON2. AlphaScreen AMA1-biotinylated RON2 peptide binding. Potency, µM (series often up to 58.2 µM), without a hit: top-dose activity change, negative = inhibition, most hits filed as inhibitors. 0.2% of 360,000 active;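 further: potency means the concentration at half of the fitted maximal effect; 0% = vehicle wells and -100% = peptide control; nearly all actives have a fitted effect of over 45% in size; some results filed as inactive show a strong effect at the top dose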
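AMA1 (3D7) with his tag at 25 nM final met compounds first, then biotinylated RON2 peptide at 25 nM; detection used donor plus acceptor beads, 10 µg/mL apiece, read by AlphaScreen after 30 min at room temperature.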
HCV inh – inhibitors of hepatitis C virus infection. Huh7.5.1 HCVcc-Cre infection, luciferase reporter, 44 h. 3.4% of 340,000 active. Potency, µM (highest dose often 41.8 µM), for the others: top-dose activity change, negative = inhibition, actives largely listed as inhibitors; further: potency means the concentration at half of the fitted maximal effect
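Infectious HCV cell culture screen: compound-treated cells (1,000/well, pre-plated 4 h) are infected with HCVcc-Cre at roughly 0.5 moi and grown 44 h. Infection is quantified by luciferase signal after 15 min substrate incubation at room temperature.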
* marks the source's active call; other numbers are inactive results; ? = inconclusive; · = not tested or not shown; & = joins results of further samples; [ ] = another dose, or the depositor's remark. Unless noted, the call rests on the fitted dose curve; in most records, active means well fitted curve in the direction sought with a large enough effect; inconclusive means small, poorly fitted or top-dose-only effect, or another doubt; inactive means no such curve, though single readings can be large; an effect the other way counts as inactive or inconclusive. Unless noted, on the % scale 0 is the no-effect control and ±100 the full control effect. Rows were taken by chance; overall some 9.3% were active at least once.

SMILES	Sm TGR block	HCMV inh	AmpC detergent	FBPA Giardia inh	AMA1 RON2 block	HCV inh
O=C(Nc1cccc(F)c1)C1CCN(C(=O)c2ccc(Cl)cc2)CC1	18%	-35	3%	3%	10%	0%
O=C(Nc1cccc([N+](=O)[O-])c1)N(c1ccccc1)c1ccccc1	·	-2	·	·	-17%	4%
COc1ccc(C/C(C)=N\NC(=O)c2cn(C)c3ccccc23)cc1OC	-4%	-4	0%	-7%	23%	-2%
Cc1nn(-c2ccccc2)c(Cl)c1/C=C1\SC(=S)NC1=O	-21%	?	5%	27%	1%	4%
COc1ccc(N(C(=O)c2ccc(Br)o2)C2C=CS(=O)(=O)C2)c(OC)c1 (configuration not stated)	6%	-30	8%	-1%	-3%	0%
CC(C)c1nn2c(=O)cc(COC(=O)c3ccc(NC(=O)C4CCCCC4)cc3)nc2s1	0%	-40	3%	·	·	·
O=C(N/C(=C\c1cccnc1)C(=O)N1CCOCC1)c1ccco1	-3%	-36	3%	6%	-8%	-17%
O=C(O)/C(=C\c1cccc(F)c1)c1ccc(S(=O)(=O)N2CCCC2)s1	-11%	1	1%	·	-8%[11.6 µM]	10%
O=C(Oc1ccc2ccc(O)cc2c1)c1ccccc1Cl	-23%	?	-15%	8%	1%	8%
CCOC(=O)c1c(-c2ccccc2)oc2ccc(NS(=O)(=O)c3ccc(OC)cc3)cc12	11%	-25	12%	·	·	·
CCOc1ccc2nc(NC(=O)c3nc(SCc4ccc(C)cc4)ncc3Cl)sc2c1	7%	19	17%	·	·	·
CC(C)CCNC(=O)c1ccc2c(c1)N(Cc1ccccc1)C(=O)CS2=O (configuration not stated)	12%	-15	?	2%	-2%	?
O=C(CSc1nnc(-c2ccccc2)c(-c2ccccc2)n1)NCC1CCCO1 (configuration not stated)	·	?	·	·	-15%	?
N#Cc1cnn(-c2ccccc2)c1NC(=O)c1ccccc1F	?	-11	?	·	-4%	3%
CC(C)COP(=O)(OCC(C)C)C(O)c1ccc2c(c1)OCO2 (configuration not stated)	3%	29	-1%	-1%	15%	-3%
CC(=O)c1cccc(NC(=O)N2CCCC2C(=O)Nc2ccc3c(c2)OCCO3)c1 (configuration not stated)	8%	-29	-4%	-10%	32%[activator]	16%
CCc1ccnc(NC(=O)NS(=O)(=O)c2ccc(C)cc2)c1	-27%	46	1%	1%	-3%	17%
CC1CCCCN1C(=O)CCNS(=O)(=O)c1ccc2c(c1)c(=O)n(C)c(=O)n2C (configuration not stated)	-4%	-23	-12%	12%	-4%	-22%
Cc1cccc(NC(=O)c2ccc3snnc3c2)c1C	7%	-8	20%	·	·	·
Cc1nc2c(-c3ccccc3)c(C)nn2c(N)c1-c1ccccc1	-9%	13	?	-4%	4%	?
CCOC(=O)C1=CN(CC)S(=O)(=O)NC1c1ccc(F)c(Cl)c1 (configuration not stated)	·	-1	·	·	8%	44%
Cc1c(C(=O)N(C)Cc2nc3ccccc3c(=O)[nH]2)oc2ccccc12	·	3	·	·	25%	?
Cc1csc(CNC(=O)C2CCC(=O)N(CCCc3ccccc3)C2)n1 (configuration not stated)	-2%	-28	3%	·	1%	15%
CC1=C(C(=O)OCc2ccccc2)C(c2ccccn2)c2c(n(C)c(=O)n(C)c2=O)N1 (configuration not stated)	-8%	4&-13	-10%	0%	6%&-3%	19%&-1%
COc1ccc(NC2=CC(=S)NC(C)(C)C2)cc1	35µM*	43	-3%	?	36%[activator]	-6%
CCCCNC(=S)N(C)/N=C/c1ccc(OCc2ccc(C(=O)OC)cc2)c(OC)c1	1%	-1	-8%	-3%	4%	?
O=C(O)Cc1sc(Nc2ccccc2)nc1-c1ccc(Cl)cc1	45µM*	5	0%	5%	13%	17%
COc1cc(C(=O)Nc2ccccc2OCc2cc(=O)n3c(C)csc3n2)cc(OC)c1OC	-3%	16	10%	·	·	·
CCCCn1c(N)c(N(CCC(C)C)C(=O)CSc2nnc(Nc3ccccc3)s2)c(=O)[nH]c1=O	2%	20	-12%	9%	-8%	?
Cc1ccc(NC(=O)CN2C(=O)COc3ccc(S(=O)(=O)N4CCCCC4)cc32)cc1N(C)C	-8%	-36	14%	·	·	·
N#CC(c1ccc(Cl)nn1)c1ccccc1Cl (configuration not stated)	8%	-63*	-14%	2%	5%	9%
CSc1ccccc1C(=O)C1CCCN(C(=O)c2cc(C(C)C)no2)C1 (configuration not stated)	22µM*	-7	-12%	2%	-14%	?
Cc1cc(C)c[n+](-c2[nH]c(=O)sc2/C=N/NC([S-])=Nc2ccccc2)c1	-9%	-25	-9%	5%	57%[activator]	25%
Cc1[nH]c2ccccc2c(=O)c1CN1CCCCC1	-10%	17	-4%	-6%	-5%	2%
COc1ccccc1-c1noc2ncnc(Nc3cccc(C)c3C)c12	-14%	15	?	-4%	8%	-5%
CCOC(=O)c1c(NC(=O)C(C)OC(=O)c2ccc(NC(=O)CC#N)cc2)sc2c1CCCC2 (configuration not stated)	-4%	7	-13%	·	-1%	?
O=C1COc2ccc(C(=O)COC(=O)C3CC(O)CN3S(=O)(=O)c3ccc(Cl)cc3)cc2N1 (configuration not stated)	10%	7	?	-2%	0%	1%
COc1ccc(-n2c3c(c(=O)[nH]c2=O)C(NS(=O)(=O)c2ccc(Cl)cc2)(C(F)(F)F)C(=O)N3)cc1 (configuration not stated)	-2%	0	1%	-15%	1%	1%
Cc1cccc(-c2nc(C#N)c(N3CCCCCC3)o2)c1	-17%	-8	?	-2%	?	25µM*
CSc1cc(C)nc(NC(C)=O)n1	5%	4	-8%	5%	-1%	11%
O=C(Nc1cc(S(=O)(=O)Nc2ccc(Cl)cc2)ccc1O)c1ccc(S(=O)(=O)N2CCCCCC2)cc1	-3%	21	-6%	?	-24%	?
CCOC(=O)C(=CNc1ccc(S(N)(=O)=O)cc1)C(=O)OCC	-5%	-31	6%	0%	-8%	-28%
O=C(c1cc(C(=O)N2CCOCC2)c2nc3ccccc3n2c1)c1cc(Cl)cc(Cl)c1O	?	-14	5%	0%	-3%	?
CCCc1cc(=O)[nH]c(SCC(=O)N2CCN(S(=O)(=O)c3ccc4ccccc4c3)CC2)n1	1%	77	?	-3%	-15%	4%
COc1ccc(NC2C=CS(=O)(=O)C2)cc1 (configuration not stated)	0%	21	0%	-1%	0%	6%
COc1ccc(-n2c(O)c(/C(C)=N/Nc3ccccc3)c(=O)[nH]c2=O)cc1	-25%	-17	1%	-5%	-4%	-7%
Cc1ccccc1-c1nc2ccccc2c(=O)n1C	-2%	-8	?	14%	7%	13%
CC(=O)Nc1nc2ccccc2n1CCOc1ccccc1	11%	13	0%	4%	136%[activator]	-4%
CC1(c2ccc(Cl)cc2)NC(=O)N(CC(=O)N2CCc3ccccc3C2)C1=O (configuration not stated)	-2%	-5	-6%	·	-4%	3%
Cc1cc(C)c2oc(C(=O)N(Cc3ccc(F)cc3)C3CCS(=O)(=O)C3)cc(=O)c2c1 (configuration not stated)	2%&2%	33&20	-6%&16%	·	-2%	17%
CCOc1ccc(N2CC(NC(=O)c3cccs3)CC2=O)cc1 (configuration not stated)	6%	24	1%	·	·	·
CC(C)Oc1cccc(C(=O)C2CCCN(C(=O)CCc3cnn(C)c3)C2)c1 (configuration not stated)	4%	48	0%	13%	-3%	·
O=C(CCc1ccccc1)NCC1OCCc2ccccc21 (configuration not stated)	-20%	-24	-1%	1%	3%	1%
O=C(Nc1ccncc1)c1c(F)cccc1F	1%	·	-1%	3%	2%	-5%
CCC1(C(=O)OC)NC(c2ccco2)C2C(=O)N(c3ccc(C)cc3)C(=O)C21 (configuration not stated)	31%	4	?	-7%	0%	3%
c1ccc(C2CCCN(Cc3nc(CC4CC4)no3)CC2)cc1 (configuration not stated)	-17%[57.1 µM]	3	-5%	1%	?	-9%
CCCOC(=O)C1C2c3ccccc3C(c3ccccc32)C1C(=O)O (configuration not stated)	·	-32	-6%	4%	-29%	8%
COc1ccc(C2C(C(=O)NCc3cccnc3)c3cc(OC)c(OC)cc3C(=O)N2C)cc1 (configuration not stated)	-6%	-7	3%	4%	14%	11%
CCc1nn(CCCC(=O)NC(C)c2ccccc2)c(=O)c2cc3occc3n12 (configuration not stated)	-9%&-1%	16&5	3%&14%	17%	-6%	?
Oc1ccc(C[C@H]2CNC(=S)N2CC2CCCN2C[C@H](Cc2ccc(O)cc2)N2C[C@H](Cc3ccccc3)N(CC3CCCCC3)C2=S)cc1 (some centres not stated)	·	?	·	·	50%[activator]	2.5µM*

Among those listed so far, 11 contain an aryl methoxy group:
SMILES	Sm TGR block	HCMV inh	AmpC detergent	FBPA Giardia inh	AMA1 RON2 block	HCV inh
COc1ccc(C/C(C)=N\NC(=O)c2cn(C)c3ccccc23)cc1OC	-4%	-4	0%	-7%	23%	-2%
COc1ccc(N(C(=O)c2ccc(Br)o2)C2C=CS(=O)(=O)C2)c(OC)c1 (configuration not stated)	6%	-30	8%	-1%	-3%	0%
CCOC(=O)c1c(-c2ccccc2)oc2ccc(NS(=O)(=O)c3ccc(OC)cc3)cc12	11%	-25	12%	·	·	·
COc1ccc(NC2=CC(=S)NC(C)(C)C2)cc1	35µM*	43	-3%	?	36%[activator]	-6%
CCCCNC(=S)N(C)/N=C/c1ccc(OCc2ccc(C(=O)OC)cc2)c(OC)c1	1%	-1	-8%	-3%	4%	?
COc1cc(C(=O)Nc2ccccc2OCc2cc(=O)n3c(C)csc3n2)cc(OC)c1OC	-3%	16	10%	·	·	·
COc1ccccc1-c1noc2ncnc(Nc3cccc(C)c3C)c12	-14%	15	?	-4%	8%	-5%
COc1ccc(-n2c3c(c(=O)[nH]c2=O)C(NS(=O)(=O)c2ccc(Cl)cc2)(C(F)(F)F)C(=O)N3)cc1 (configuration not stated)	-2%	0	1%	-15%	1%	1%
COc1ccc(NC2C=CS(=O)(=O)C2)cc1 (configuration not stated)	0%	21	0%	-1%	0%	6%
COc1ccc(-n2c(O)c(/C(C)=N/Nc3ccccc3)c(=O)[nH]c2=O)cc1	-25%	-17	1%	-5%	-4%	-7%
COc1ccc(C2C(C(=O)NCc3cccnc3)c3cc(OC)c(OC)cc3C(=O)N2C)cc1 (configuration not stated)	-6%	-7	3%	4%	14%	11%
